# Source: PubChem BioAssay
# SIRT5 block: SIRT5 desuccinylase inhibitors, primary screen, biochemical, fluorescence imaging, single point, set 5 | AID 652115, 2013 | inhibition, % at 15 µM | Purified SirT5, succinyl-peptide AMC, trypsin-coupled fluorescence | hit rate 1.1% among 330,000; in the data active = inhibition above about 15%
# Target sequence (Q9NXA8 whole entry, looked up): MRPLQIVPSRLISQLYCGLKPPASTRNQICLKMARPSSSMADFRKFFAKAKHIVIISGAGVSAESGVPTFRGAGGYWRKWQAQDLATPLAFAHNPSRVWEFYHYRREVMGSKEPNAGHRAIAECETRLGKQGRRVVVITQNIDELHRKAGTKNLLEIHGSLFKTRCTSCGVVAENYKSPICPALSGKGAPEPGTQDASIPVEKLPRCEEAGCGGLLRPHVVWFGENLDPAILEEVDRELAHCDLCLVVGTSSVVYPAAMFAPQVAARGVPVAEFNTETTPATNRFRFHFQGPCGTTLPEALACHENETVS
# Statin myotox sup: suppressors of statin myotoxicity in C2C12 myotubes, primary screen, cell-based, single point, plate reader; rescue of ATP level, % at 7.49 µM; AID 602340, 2012; hit rate 0.78% among 330,000; C2C12 myotubes + simvastatin, ATP luminescence, 48 h; scaled: DMSO 0, geranylgeraniol control 100;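 active = mean ATP rescue above about 67%, or every replicate alone reaching that limit, limit read from the data, passing the limit was not always enough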;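 also: myotubes were challenged with 10 µM simvastatin during compound exposure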
# S100A4 inh HTS: inhibitors of S100A4-myosin IIA peptide binding, primary screen, biochemical, fluorescence polarization, TAMRA-MyoIIA peptide. Protein S100-A4 (Homo sapiens), P26447. inhibition, % at 10.7 µM. hit rate 0.14% among 360,000. AID 652163, 2013;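 active = mean inhibition of at least 70% across replicates, with every replicate also reaching that level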
# Target sequence (P26447 whole entry, looked up): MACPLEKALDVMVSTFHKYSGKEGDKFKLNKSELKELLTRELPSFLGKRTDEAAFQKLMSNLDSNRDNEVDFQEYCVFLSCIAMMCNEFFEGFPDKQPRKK
#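 Material: S100A4 monomer protein | Medium: HEPES pH 7.2 with CaCl2, KCl, NaCl, DTT, Triton | Reagent: Labelled myosin peptide probe, 5 nM | Doses: One dose per compound | Times: 5 min incubation before reading | Benchmarks: Neutral control DMSO, positive control TFP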
# LGR2 inh: inhibitors of bursicon-induced LGR2 CRE-luciferase signal, primary screen, cell-based, HEK293, CRE-luciferase reporter, bursicon stimulation | bursicon-stimulated, 4 h | hit rate 0.35% among 380,000 | inhibition, % at 9.99 µM | Drosophila bursicon receptor LGR2 (rickets);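 active = drop in luminescence signal, shown as inhibition above about 50% in the replicate tests, limit read from the data, passing the limit was not always enough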;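 also: agonist challenge used bursicon conditioned medium at about half maximal strength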
# FN deposition inh: inhibitors of fibronectin matrix deposition, primary screen, AH1F cells, Alexa488-fibronectin fluorescence, plate reader. AH1F fibroblasts, overnight. inhibition, % at 12.6 µM. hit rate 0.086% among 350,000. AID 743247, 2014;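 active = mean inhibition across replicates of 30% or more, regardless of how many single replicates reach that level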;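 also: positive control wells lacked labelled fibronectin entirely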
#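 Measured by – fluorescence 485/525 nm · System – AH1F fibroblast monolayer, labelled fibronectin deposition · Amount – 10000 cells per well · Buffer or medium – serum-reduced DMEM (2% serum) · Doses – single dose, pinned · Also added – fluorescent fibronectin at 24 nM final · Schedule – 1 h cell attachment, overnight exposure to compound and label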
# esBAF inh: Bmi1 luciferase reporter increase in mESCs, primary screen, esBAF inhibitor project, mouse ES cells, Bmi1 luciferase knock-in, single point | reporter increase, % at 12.5 µM | AID 602393, 2012 | hit rate 2% among 350,000 | 24 h; 100% = twice the neutral-well signal; in the data active = activation above about 40%;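 also: 0% = median of the plate's neutral control wells and 100% = double that signal; a rise in the Bmi1 reporter signal indicates esBAF inhibition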
# CASP6 VEID inh: human caspase-6 inhibitors, primary screen, biochemical, VEID-R110 fluorescence, single point, set 2. P55212. purified caspase-6, Z-VEID-R110 cleavage fluorescence. inhibition, % at 12.5 µM. hit rate 0.53% among 350,000;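 active = mean inhibition across replicates at least about 35%, with every replicate also reaching that limit, limit read from the data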;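 also: 0% = median of neutral control wells and 100% = no fluorescence left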
# Target sequence (P55212 24-179 limits assumed): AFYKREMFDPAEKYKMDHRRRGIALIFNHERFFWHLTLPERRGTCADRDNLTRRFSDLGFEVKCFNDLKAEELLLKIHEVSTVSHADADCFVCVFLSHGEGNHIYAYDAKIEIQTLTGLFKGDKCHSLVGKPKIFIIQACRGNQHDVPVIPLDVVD
# Target sequence (P55212 194-293 limits assumed): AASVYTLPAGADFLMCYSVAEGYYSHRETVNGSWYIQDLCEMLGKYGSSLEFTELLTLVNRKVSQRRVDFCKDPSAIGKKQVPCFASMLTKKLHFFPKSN
# The depositor's hits bear a star; x = no result given. A portion of the library; count on the stated rates, not on these rows.
# A first look (five entries):
no.	SMILES	SIRT5 block	Statin myotox sup	S100A4 inh HTS	LGR2 inh	FN deposition inh	esBAF inh	CASP6 VEID inh
1	Cc1ccc(S(=O)(=O)/N=C(/c2ccccc2)N(C)C)c(C)c1	-6	2	3	3	0	0	0
2	CNC[C@@H]1Oc2ccc(NC(=O)Nc3ccc(C(F)(F)F)cc3)cc2CC(=O)N([C@@H](C)CO)C[C@H]1C	4	24	-9	2	-10	-5	-4
3	CCOc1ccc2[nH]cc(S(=O)(=O)c3ccc(C)cc3)c(=O)c2c1	0	-8	1	7	-6	2	2
4	Cc1ccc(S(=O)(=O)Nc2ccc3c(c2)C(=O)N([C@@H](C)CO)C[C@H](C)[C@H](CN(C)C(=O)Nc2c(C)noc2C)OCCCC[C@@H](C)O3)cc1	1	x	-2	8	-9	x	2
5	O=C(C[C@H]1CC[C@H]2[C@@H](COC[C@@H](O)CN2Cc2ccc(Oc3ccccc3)cc2)O1)N1CCOCC1	-1	16	0	10	11	5	1

# The list itself (from the top)
no.	SMILES	SIRT5 block	Statin myotox sup	S100A4 inh HTS	LGR2 inh	FN deposition inh	esBAF inh	CASP6 VEID inh
1	Cc1ccc(S(=O)(=O)/N=C(/c2ccccc2)N(C)C)c(C)c1	-6	2	3	3	0	0	0
2	CNC[C@@H]1Oc2ccc(NC(=O)Nc3ccc(C(F)(F)F)cc3)cc2CC(=O)N([C@@H](C)CO)C[C@H]1C	4	24	-9	2	-10	-5	-4
3	CCOc1ccc2[nH]cc(S(=O)(=O)c3ccc(C)cc3)c(=O)c2c1	0	-8	1	7	-6	2	2
4	Cc1ccc(S(=O)(=O)Nc2ccc3c(c2)C(=O)N([C@@H](C)CO)C[C@H](C)[C@H](CN(C)C(=O)Nc2c(C)noc2C)OCCCC[C@@H](C)O3)cc1	1	x	-2	8	-9	x	2
5	O=C(C[C@H]1CC[C@H]2[C@@H](COC[C@@H](O)CN2Cc2ccc(Oc3ccccc3)cc2)O1)N1CCOCC1	-1	16	0	10	11	5	1
6	Cc1cccc(C2c3[nH]c4ccccc4c3CCN2C(=O)CN2CCOC2=O)n1 (stereo not given)	-3	6	1	9	5	0	6
7	Cc1cccc(OCC(=O)OCC(=O)N2CCCc3ccccc32)c1C	4	-4	0	x	1	-3	2
8	CC(NC(=O)CNC(=S)N(Cc1cccs1)C1CCCC1)c1ccccc1 (stereo not given)	-1	0	-12	16	-7	6	10
9	COc1ccc(CNCCS(=O)(=O)NCc2ccccc2)cc1	-1	3	-5	-2	11	-2	2
10	C[C@H](CO)N1C[C@H](C)[C@H](CN(C)C(=O)Cc2ccncc2)Oc2ncc(C#Cc3ccccc3F)cc2C1=O	1	-11	0	-7	x	-3	0
11	CC1CC(=O)Nc2ccccc2N1C(=O)COc1cc(Cl)ccc1Cl (stereo not given)	-7	6	0	13	-12	-7	8
12	O=C(NC1=NCCS1)C1CCCCC1	0	5	3	-6	-12	0	-2
13	c1coc(-c2nn3c(Cn4nnc5ccccc54)nnc3s2)c1	x	8	x	x	-23	5	x
14	COc1ccccc1/C=C/C(=O)NC(=S)Nc1ccccn1	-4	17	-10	-37	5	31	1
15	COC(=O)C[C@@H]1CC[C@@H]2[C@H](COc3ccc(NS(=O)(=O)c4ccccc4F)cc3C(=O)N2C)O1	x	-2	x	16	5	1	x
16	C=C1CCN([C@@H](C)C(=O)OCc2ccc(C)cc2)S(=O)(=O)c2ccccc21	-1	-5	1	9	4	-1	-2
17	COc1ccccc1CN1C[C@H](C)[C@H](OC)CN(C)C(=O)c2cc(NC(C)=O)ccc2OC[C@@H]1C	3	3	1	4	-7	-1	x
18	C/C=C/c1cnc2c(c1)C(=O)N([C@H](C)CO)C[C@H](C)[C@H](CN(C)S(=O)(=O)c1ccccc1)O2	0	12	-4	-7	-9	-6	-1
19	COc1ccc(C2N(Cc3ccccc3)CCN2Cc2ccccc2)cc1[N+](=O)[O-]	-1	x	-32	x	4	x	-2
20	O=C(C[C@H]1CC[C@@H](NC(=O)Nc2cc(F)ccc2F)[C@@H](CO)O1)NCc1ccccn1	1	7	-4	9	-1	-5	-2
21	C/C=C/c1ccc2c(c1)O[C@@H](CN(C)CC1CC1)[C@@H](C)CN([C@H](C)CO)S2(=O)=O	x	5	x	-4	-21	-4	x
22	CCC(=O)N[C@@H]1CC[C@H](CC(=O)OC)O[C@@H]1CO	-1	6	-9	14	x	2	14
23	Cc1ccc(C(C)C)c(OCC(=O)Nc2cccc(S(=O)(=O)NC3=NCCCCC3)c2)c1	0	0	1	10	-12	7	2
24	C[C@H]1CN([C@@H](C)CO)C(=O)Cc2cc(NC(=O)CCCCCC(=O)Nc3ccccc3N)ccc2O[C@H]1CN(C)Cc1ccc(C(F)(F)F)cc1	4	111*	-5	-14	-12	-14	4
25	Cc1ccccc1CC(=O)Nc1ccc2c(c1)c(=O)n(C)n2-c1ccccc1F	-7	-8	-7	-3	0	6	-2
26	O=C(Nc1ccccc1)N1CCCCN2[C@H](CO)[C@H](c3ccc(Br)cc3)[C@@H]2C1	-11	19	-3	10	x	-3	1
27	Cc1cc(C)c(NC(=O)CN(C)S(=O)(=O)c2ccc3c(c2)n(C)c(=O)c(=O)n3C)c(C)c1	-3	1	3	3	-1	1	1
28	C[C@@H]1CCCCO[C@H](CN(C)Cc2ccccc2)[C@H](C)CN([C@@H](C)CO)C(=O)c2cc(N(C)C)ccc2O1	-4	-3	-5	-15	x	-1	0
29	Cc1ccc(C)c(NC(=O)C2(C)CCCN2C(=O)C(C)C)c1 (stereo not given)	-3	10	-2	8	0	-1	-1
30	COc1ccccc1-c1ccc2c(c1)[C@H]1[C@H](CCN1C(=O)C1CC1)[C@H](CO)N2	1	2	-1	-9	-1	2	1
31	C#CCOC(=O)c1ccc(-n2cncn2)nc1	x	-2	x	x	8	-3	x
32	O=C(Nc1ccc(Cl)c(S(=O)(=O)N2CCOCC2)c1)c1cccs1	0	-5	3	x	5	13	-1
33	COc1ccccc1NS(=O)(=O)c1cccc(C(=O)NCC(c2ccco2)N2CCCCC2)c1 (stereo not given)	3	0	-3	1	6	2	-117
34	O=C(CN1CCOc2ccccc21)NC1CCCCCCC1	-2	5	-2	-3	-12	4	0
35	O=C(COC(=O)c1cccnc1Cl)NC1CCCCC1	-2	1	5	-2	4	-7	-3
36	O=C(NCc1cccc(Cl)c1)C1CCC(=O)N(CCCN2CCCC2=O)C1 (stereo not given)	0	x	3	-5	-2	x	-4
37	CCc1ccc(NC(=O)c2cnc(SC)nc2C)cc1	6	6	-16	-10	x	10	0
38	CCOC(=O)N1CCN(S(=O)(=O)c2ccc(C(=O)Nc3nc4ccc(F)cc4s3)cc2)CC1	0	x	0	1	x	x	-1
39	CNC(=O)OCc1cocc1COC(=O)NC	x	x	-3	6	-8	x	-1
40	O=C(CCN1C(=O)/C(=C/c2ccc(Cl)cc2)SC1=S)NCCCn1ccnc1	-8	4	-11	-4	-19	4	-1
41	Cc1cccc(NNC(=S)Nc2ccccc2)c1	-3	0	-11	-14	-7	8	2
42	CC1CCc2c(sc(NC(=O)c3ccc(-c4ccccc4[N+](=O)[O-])o3)c2C#N)C1 (stereo not given)	x	-21	-6	6	x	6	-2
43	COc1ccc(N2CC(C(=O)Nc3nnc(C4CCCCC4)s3)CC2=O)cc1 (stereo not given)	-1	-5	-1	32	8	0	-1
44	COc1cccc(C(=O)Nc2ccc3c(c2)OC[C@H](C)N(C(C)=O)C[C@@H](C)[C@H](OC)CN(C)C3=O)c1	x	x	7	-12	-2	x	-2
45	CN(CCc1ccccc1)C1CCCN(C(=O)Cn2cccn2)C1 (stereo not given)	1	19	-3	-10	-2	-5	0
46	C[C@H]1CN([C@@H](C)CO)C(=O)c2cccc(N(C)C)c2O[C@H]1CN(C)Cc1ccc(C(F)(F)F)cc1	-1	-6	5	0	1	3	x
47	C[C@@H]1CN([C@H](C)CO)C(=O)c2cccc(NC(=O)Nc3ccc(F)cc3)c2O[C@H]1CN(C)S(=O)(=O)c1ccccc1	-4	-1	6	-14	x	-1	x
48	Cc1ccc(-n2c(NN)nc3ccccc3c2=O)c(C)c1	-1	x	-4	x	-1	x	-1
49	CCc1nc2ccccc2n1CC(=O)Nc1cc(C)on1	-1	1	-3	18	-5	-1	1
50	CO[C@@H]1CN(C)C(=O)c2cc(NC(=O)C3CC3)ccc2OC[C@@H](C)N(C)C[C@H]1C	-3	4	-19	-9	-3	-1	2
51	Cc1ccc(S(=O)(=O)Nc2ccc3c(c2)C(=O)N([C@H](C)CO)C[C@H](C)[C@@H](CN(C)Cc2ccc(C(=O)O)cc2)O3)cc1	1	9	-8	-2	x	3	0
52	O=C(Nc1ccccc1[N+](=O)[O-])OCC=Cc1ccccc1	-5	-10	-5	-5	-3	5	-4
53	Cc1c(N2C(=O)c3ccccc3C2(O)c2ccccc2)c(=O)n(-c2ccccc2)n1C (stereo not given)	-5	7	0	-8	-3	-4	-2
54	Cc1cccc(Cn2nc(C)cc2NC(=O)CCCn2ccc([N+](=O)[O-])n2)c1	-1	x	-3	9	1	x	-6
55	O=C(CCNS(=O)(=O)c1ccc(OC(F)(F)F)cc1)Nc1cccc(S(=O)(=O)N2CCCC2)c1	2	2	-4	-15	-6	4	-2
56	CCN(CC)C(=O)Cn1c(=O)n(CCCC(=O)NCc2ccc3c(c2)OCO3)c(=O)c2sccc21	-1	20	4	2	2	-8	-4
57	CN(C)C(=O)C[C@@H]1C=C[C@@H](NC(=O)NC2CCCC2)[C@H](CO)O1	-5	1	0	-1	-2	-2	-2
58	COc1ccc(CN(C)C[C@@H]2Oc3ccc(NC(=O)Nc4ccc5c(c4)OCO5)cc3C(=O)N([C@H](C)CO)C[C@@H]2C)cc1	5	1	-2	5	x	-2	7
59	CC(OC(=O)Cc1c[nH]c2ccccc12)C(=O)c1ccccc1 (stereo not given)	0	4	2	-14	0	1	7
60	Cc1ccc2oc(C(Cl)(Cl)Cl)cc(=O)c2c1	-3	x	5	-1	x	x	-1

# Carrying on.
no.	SMILES	SIRT5 block	Statin myotox sup	S100A4 inh HTS	LGR2 inh	FN deposition inh	esBAF inh	CASP6 VEID inh
61	S=C(NCc1ccccc1)N1CCc2ccccc2C1	-1	x	-18	15	3	x	-1
62	C[C@@H]1CN([C@H](C)CO)C(=O)c2cc(NS(=O)(=O)c3ccc(Cl)cc3)ccc2O[C@H]1CN(C)C(=O)Nc1ccc2c(c1)OCO2	8	24	2	-4	x	2	-3
63	CCn1nc(C(=O)NNC(=O)C(Cc2ccccc2)NC(N)=O)c2ccccc2c1=O (stereo not given)	0	10	0	8	1	-4	1
64	COc1ccc(N2CC(C(=O)Nc3nc(-c4ccccc4)c(C(C)=O)s3)CC2=O)c(OC)c1 (stereo not given)	0	10	-11	-1	-4	3	-6
65	CCCC(c1nnnn1Cc1ccc(F)cc1)N1CCN(C)CC1 (stereo not given)	1	-2	0	-6	3	4	-1
66	OC/C(Br)=C(\Br)CO	x	2	-5	-10	x	-3	0
67	Cc1nc(-c2ccc(Cl)cc2)sc1C1(C)CC(c2ccc(F)cc2)=NO1 (stereo not given)	x	12	-1	-12	5	17	2
68	CC12CCC3c4ccc(O)c([N+](=O)[O-])c4CCC3C1CCC2=O (stereo not given)	-3	9	-3	3	x	-8	0
69	Cc1nnc(N(C)C(=O)c2ccncc2)s1	1	12	-1	-7	-8	-9	1
70	CCCCN(CC)CCCNC(=O)c1ccc(CS(=O)(=O)c2c(Cl)cccc2Cl)o1	0	8	2	-7	-1	1	-22
71	CC(C)Oc1ccc(S(=O)(=O)N2CCOCC2)cc1NC(=O)c1ccc(Cl)c(S(=O)(=O)N2CCOCC2)c1	x	9	-7	16	-4	-3	5
